# bCat nuc transl – alters nuclear translocation of beta-catenin in HeLa cells | nuclear translocation activity, % at 5 µM | immunofluorescence imaging | 190,000 compounds, 0.3% hits | AID 1665;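 active = nuclear translocation activity above 50% at 5 µM, with a well cell count of 50 or more; inconclusive = wells under 50 cells across six images, flagged as toxic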;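 also: per-cell ratio of nuclear to cytoplasmic median beta-catenin stain intensity; plate controls were DMSO negative control for no effect and GSK-3 inhibitor IX positive control for full effect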
#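 assay system = human HeLa cells, endogenous beta-catenin | times = compound treatment 24 h, 37°C, 5% CO2 | detection = Anti-beta-catenin immunofluorescence on PFA-fixed, Triton-permeabilized cells, DAPI nuclei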
# Hep lipid drop – modulators of hepatic lipid droplet formation; inhibition, % at 6.5 µM; 240,000 compounds, 0.4% hits; AID 1656; AML12 mouse hepatocytes, oleate lipid droplets, BODIPY imaging;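 active = lipid droplet intensity inhibited by at least 50%, with more than 500 cells counted; inconclusive = wells with under 300 cells, treated as cytotoxic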
#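 Test system: AML12 hepatocytes (mouse); reagent: oleate loading, 100 µM; dosing: one dose, 6.5 µM compound; incubation: overnight exposure; signal: fluorescence imaging, 20x objective, two fields per well; read-out basis: % inhibition of corrected integrated BODIPY droplet signal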
# Autophagy HCS – alters autophagy in cells. calls only at 10 µM (by protocol). 190,000 compounds, 0.98% hits. MEF GFP-LC3 puncta imaging; test concentration mostly 10 µM;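 active = percentage of spot-positive cells more than 3 SD above its plate mean, without a fluorescence outlier flag or 80% toxicity; inconclusive = no clear call, values can overlap the other calls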;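 also: spot-positive cell cutoff set from DMSO-treated cells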
# Insulin prom up – MIN6 insulin promoter up-regulation | MIN6 insulin promoter-GFP reporter, high-content imaging; stronger effect = higher value | z-score at 5 µM | 190,000 compounds, 0.3% hits;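 active = z-score above 3 at 5 µM with at least 500 cells counted in the well; inconclusive = wells under 500 cells, flagged as cytotoxic or low count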
# PMI inhibition – MPI inhibition at elevated mannose 6-phosphate – biochemical, fluorescence intensity, high mannose 6-phosphate, primary screen (AID 1220) | inhibition, % at 20 µM, or IC50 in µM where a hit was titrated | 190,000 compounds, 0.66% hits | recombinant PMI enzyme, coupled fluorescence intensity; higher % means a stronger effect
# TNAP activation fold – stimulation of alkaline phosphatase TNAP activity – biochemical, luminescent, no phosphate acceptor, uHTS, primary screen (AID 1001); purified TNAP, luminescent activation assay, no phosphate acceptor; higher activation fold means a stronger effect; one-dose activation fold at 20 µM; EC50 in µM for titrated hits; 200,000 compounds, 0.03% hits; in the data active = activation fold from about 3, or a potency from the dose series; inactive = the rest, 99 in 100 with activation fold below about 1.6; also: many of its hits are not listed in these tables
# MT stabilize HCS – stabilizes microtubules in HeLa cells; % tubulin-high responders, % at 10 µM; AID 2205; 200,000 compounds, 0.83% hits; HeLa tubulin immunostaining HCS, 24 h; share of cells brighter than vehicle mean+2SD;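 active = plate Z-score above 3 for both tubulin-high and condensed-nucleus cell shares, with cell loss under 80%, at 10 µM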;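 also: anti alpha tubulin signal scored within the nucleus-defined area of each cell; some results filed as inactive read as strong as hits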
# human PMI inhibition – MPI enzyme activity inhibition – biochemical, fluorescence intensity, coupled assay, primary screen (AID 1209). purified PMI enzyme, coupled fluorescence intensity; higher % means a stronger effect. inhibition, % at 20 µM; hits with a dose series show IC50 in µM. 190,000 compounds, 0.42% hits;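 also: plate controls were DMSO vehicle for no effect and wells lacking substrate for full effect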
# T cell modulator – T cell immune modulation candidate; 2C CD8+ T cell-vesicle binding, flow cytometry; stronger effect = lower value; calls only at 7 µM; 330,000 compounds, 0.068% hits;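 active = response, share of CD8 T cells binding vesicles, and their 90th percentile fluorescence all below set limits, cut at about 80% in these data, passing the limit was not always enough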
#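 Material: 2C TCR transgenic mouse naive CD8+ T cells, MACS-purified. Also added: QL9-charged Drosophila Ld/ICAM-1/B7-1 vesicles. Timing: binding 1.5 h at 37 °C. Measured by: high-throughput flow cytometry with anti-B7-1 and anti-CD8 staining. Read-out: percent CD8+ FL2 mean versus row control. Controls: Unloaded micro-vesicles (low), QL9 vesicles with 0.7% DMSO (high).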
# Insulin prom up cell count – further read-out of Insulin prom up, marked with its call; cell count; measured here: cytotoxicity, nuclei count;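 total cells summed across four imaged fields per well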
# Hep lipid drop cells 6.5 µM – also measured in Hep lipid drop; calls as there; cell count; measured here: cell count, cytotoxicity flag;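 cells counted across two imaged fields per well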
# bCat nuc transl cell count 5 µM – recorded beside bCat nuc transl, whose call it bears; cell count; measured here: cell count, cytotoxicity flag
# T cell modulator vesicle-bound % – also measured in T cell modulator; calls as there; double positive events, %; measured here: CD8+ vesicle-bound cell fraction;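 binding gate set so that unloaded-vesicle control wells show 10% double positive cells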
# MT stabilize HCS Hoechst-high % – further read-out of MT stabilize HCS, marked with its call; % Hoechst-high responders; measured here: nuclear condensation Hoechst responders;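 share of cells brighter than vehicle mean plus two SD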
# MT stabilize HCS cytotoxicity % – also measured in MT stabilize HCS; calls as there; toxicity, %; measured here: cytotoxicity by cell density;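 0% = mean cell density of plate MIN control wells and 100% = no cells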
# Autophagy HCS cell loss 18 h – second read-out of Autophagy HCS, no call of its own (marks repeat the call); toxicity, %; measured here: cell loss, nuclei count;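 cell loss after 18 h compound exposure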
# An asterisk follows results filed as active; i = inactive; ? = inconclusive; / = no result given; + = active, no number. Rule as the data show it, unless noted: active = inhibition above about 50%; inactive = the rest.
SMILES,bCat nuc transl,bCat nuc transl cell count 5 µM,Hep lipid drop,Hep lipid drop cells 6.5 µM,Autophagy HCS,Autophagy HCS cell loss 18 h,Insulin prom up,Insulin prom up cell count,PMI inhibition,TNAP activation fold,MT stabilize HCS,MT stabilize HCS Hoechst-high %,MT stabilize HCS cytotoxicity %,human PMI inhibition,T cell modulator,T cell modulator vesicle-bound %
CC(C)N1CCc2[nH]c(=S)[nH]c(=O)c2C1,-2.3,1019,-6.6,646,i,18.5,-0.01,1512,4.2%,1.1,5.4,2.9,2.8,14.8%,i,12.5
Fc1ccc(NC(=S)NC2CC3CCC(C2)N3Cc2ccco2)cc1 (stereo not given),0.2,1450,13.4,701,i,7.9,-0.32,1550,-8.4%,1.1,4.1,1.7,3.9,-1.6%,i,27.0
O=S(=O)(/N=C(\c1ccccc1)N1CCOCC1)c1cccs1,2.6,1170,-20.0,701,i,-7.9,-0.86,1313,-3.3%,1.1,3.6,2.6,3.6,-2.0%,i,21.1
O=c1c2c3nc4ccccc4nc3n(CC3CCCO3)c2ncn1CCc1ccccc1 (stereo not given),-8.6,1256,9.9,732,i,7.0,/,/,5.7%,1.1,2.4,2.1,5.7,11.1%,i,19.9
O=c1cc[nH]c2c(C(F)(F)F)cccc12,/,/,4.4,711,i,-7.0,-0.1,1293,4.4%,1.1,2.4,1.9,4.9,5.3%,i,38.4
N#C/C(=N\Nc1ccccc1F)C(=N)N1CCCCC1,0.8,452,0.1,727,i,-7.3,/,/,15.3%,1,3.8,2.4,6.9,6.5%,i,17.0
O=C(CSc1ccc(-c2ccccn2)nn1)Nc1nccs1,-0.6,1158,-25.7,645,i,9.7,0.73,1361,-32.5%,1,4.5,4.3,9.5,-16.9%,i,29.6
Cc1cccc(NC(=O)N2CCCC2C(=O)Nc2ccccc2)c1 (stereo not given),-1.0,1100,-5.4,685,i,2.5,-1.3,1428,-0.9%,1.1,2.2,2.1,7.0,9.4%,i,22.7
Cc1ccc(-n2nnnc2-c2cnc(N3CCCC3)nc2C(F)(F)F)cc1,2.1,1015,-6.6,758,i,21.0,-2,637,13.5%,1.1,1.5,1.4,8.3,15.4%,i,27.3
CC(=O)Nc1ccc(S(=O)(=O)N2CCN(Cc3ccncc3)CC2)cc1,-0.9,1167,2.0,666,i,-4.8,-1.52,1232,6.4%,1.1,4.8,2.2,2.9,10.2%,i,5.3
COc1ccc(C/C(N)=N/OC(C)=O)cc1OC,-1.4,931,-3.7,627,i,9.1,-0.24,1092,-0.2%,1.1,3.6,1.3,5.9,-6.7%,i,43.1
COC(=O)c1sc(SC)nc1N,0.8,1339,-11.9,680,/,/,0.59,1165,/,/,/,/,/,/,i,52.3
Cc1cccc(NC(=S)NCC(C)CSc2ccc(Cl)cc2)c1 (stereo not given),1.3,1022,-34.1,680,i,21.5,/,/,-0.6%,1.5,6.1,2.1,7.2,1.2%,i,29.6
Cc1ccc2nc(/C(C#N)=C/c3ccc(-c4cccc([N+](=O)[O-])c4)o3)[nH]c2c1,-1.0,881,21.8,643,+,20.6*,0.83,1035,-9.6%,0.9,3.0,2.6,7.3,-3.8%,i,16.8
O=C(Nc1ccccc1)C1CC(O)CN1S(=O)(=O)c1ccc([N+](=O)[O-])cc1 (stereo not given),0.1,1321,-10.2,755,/,/,1.05,1064,/,/,/,/,/,/,i,41.1
O=C(c1ccncc1)N(c1ccc2oc3c(c2c1)CCCC3)S(=O)(=O)c1ccc(F)cc1,0.3,505,11.9,670,i,-3.7,-0.05,1304,-5.4%,1,5.3,2.5,7.2,2.1%,i,64.4
CC(C)Nc1nc(NC(C)C)nc(N(C#N)CCOc2ccc(Cl)cc2Cl)n1,3.2,514,-68.5,707,i,15.1,/,/,8.5%,1.1,3.2,2.5,11.2,6.8%,i,28.6
Cc1cc(NC(=O)CSc2nnc(C3COc4ccccc4O3)n2C)no1 (stereo not given),-1.0,1101,-21.4,685,i,14.9,-1.05,1390,-3.6%,1.1,2.4,1.4,4.8,-6.5%,i,34.9
CN1CCN(C(=O)C2=C[C@@H](c3coc4ccccc4c3=O)C[C@@H](OCCCCO)O2)CC1,-1.4,1110,3.9,629,i,7.7,1.08,1330,2.5%,1.1,3.3,2.0,5.1,4.8%,i,20.8
Cc1cc(/C=N/Nc2nc(N3CCOCC3)nc(N3CCOCC3)n2)c(C)n1-c1ccccc1,0.0,1058,-4.1,706,i,7.8,-0.49,1156,2.6%,1.1,3.1,3.0,5.9,-13.6%,i,38.7
Cc1cccc(N2C(=S)N=C(Nc3c(C)cccc3C)C23CCOC(C)(C)C3)c1 (stereo not given),/,/,7.9,793,i,-1.0,0.07,935,-5.0%,1.2,1.1,1.2,20.0,-9.3%,i,27.4
O=S(=O)(c1ccc2nnn(O)c2c1)N1CCCCC1,-1.3,1147,6.1,651,i,8.5,0.06,1151,-3.5%,1.1,3.5,2.1,0.9,-3.8%,i,29.1
CC(C)CC(C(=O)O)N1C(=O)[C@@H]2[C@H](C1=O)[C@@H]1C[C@H]2C(Br)C1Br (stereo not given in full),-3.4,1091,31.0,687,i,19.4,0.28,1492,-4.0%,1.1,3.1,2.9,11.1,3.9%,i,41.4
CC(C)C(=O)c1cn(CC(=O)NCC2CCCO2)c2ccccc12 (stereo not given),-3.9,1022,/,/,i,6.1,0.57,1162,-5.7%,1.1,4.2,2.2,1.9,-5.4%,i,18.9
Cc1ccc(S(=O)(=O)N2CCN(C(C)C(=O)N3CCCc4ccccc43)CC2)cc1 (stereo not given),0.6,1382,/,/,i,0.2,-0.24,1563,7.1%,0.9,2.2,2.2,10.9,-6.1%,i,58.0
COc1cc(C(=O)N2CCC(O)(c3ccccc3)CC2)cc(OC)c1OC,/,/,7.4,754,i,-1.4,/,/,-0.5%,1.1,2.2,1.2,3.6,-2.7%,i,26.0
COc1ccccc1-c1nnc2sc(-c3cnccn3)nn12,3.1,1154,14.3,783,i,-8.1,1.46,1203,-30.4%,1,2.5,2.5,12.5,-14.0%,i,14.9
O=[N+]([O-])c1ccc(N2CCN(c3ccc(O)cc3)CC2)c(Cl)c1,0.9,962,14.9,644,i,16.2,/,/,32.0%,1,3.1,2.4,4.4,36.4%,i,37.1
O=C(Nc1ccc2c(c1)OCO2)N1CCN(C(=O)C2CCCO2)CC1 (stereo not given),-2.6,1185,-6.6,673,i,25.0,0.32,1166,27.2%,1.1,4.6,2.5,5.2,11.8%,i,33.9
CCCCC12CN3CC(C)(CN(C1)C3c1ccc([N+](=O)[O-])o1)C2=O (stereo not given),-1.5,1367,6.3,780,/,/,-0.42,1110,/,/,/,/,/,/,i,25.3
Cc1ccc(C2=NC(=O)/C(=C/c3cc(O)c(O)c(Br)c3)S2)cc1,/,/,15.6,685,i,6.7,-0.47,731,53.2%*,0.6,4.6,2.6,7.3,81.3%*,/,/
CC(C)CCN(C(=O)Nc1ccc(Cl)cc1)C1CCN(C(C)C)CC1,-0.4,1070,-28.4,696,i,-0.2,0.04,1238,-5.7%,1.1,3.9,3.3,7.4,-11.7%,i,52.0
COc1cccc(C2=NOC(C(=O)N3CCN(Cc4ccccc4)CC3)C2)c1OC (stereo not given),0.1,1339,/,/,i,13.3,-0.75,865,2.0%,1,5.8,2.8,3.1,-1.1%,/,/
CS(=O)CCC(NS(=O)(=O)c1ccccc1)C(=O)O (stereo not given),/,/,-9.9,797,i,-1.7,0.49,1215,-4.5%,1.1,2.3,2.0,6.8,-1.6%,i,18.0
Cn1c(CSCc2ccccc2)n[nH]c1=S,0.5,1057,11.7,660,i,1.1,-0.05,1225,-5.1%,1,1.7,3.5,5.7,-9.6%,i,7.3
CN(C)CCCC(C)(O)C(Cc1ccccc1)c1ccccc1 (stereo not given),0.8,568,17.0,622,i,-17.1,-0.08,1122,-9.1%,0.9,1.7,3.3,9.2,-22.8%,i,10.7
CCc1ccc(-c2nc(CN3CCC(C(=O)N4CCN(c5ccccc5)CC4)CC3)c(C)o2)cc1,-3.8,894,/,/,i,8.6,?,/,5.2%,1.1,5.3,1.5,3.0,9.4%,i,11.5
COc1ccc(CNc2nc3nc(C)cc(C)n3n2)cc1,/,/,/,/,i,-1.6,/,/,-5.0%,1.1,2.7,2.0,9.1,1.4%,i,20.4
N#CC1=C(C2CC2)CC(c2ccccc2)C(C#N)=C1N (stereo not given),-3.4,928,/,/,i,29.5,/,/,28.5%,1.1,4.8,1.8,5.3,4.3%,i,24.6
COc1ccccc1N(CC(=O)NCC1CCCO1)C(=O)CNS(=O)(=O)c1ccccc1 (stereo not given),-0.7,1344,-53.5,704,/,/,0.07,968,/,/,/,/,/,/,i,29.3
CC(=O)OCCc1c(C)nc2nc[nH]n2c1=O,5.5,940,-3.2,786,i,-7.5,-0.2,760,0.5%,1,1.7,1.0,8.2,-1.8%,i,43.3
COc1ccc(/C=N/NC(=O)CCCOc2ccc(Cl)cc2Cl)cc1,3.2,900,-29.7,667,i,2.0,0.11,1211,20.1%,1,4.6,1.9,10.8,21.0%,i,50.2
CS(=O)(=O)N(CC(=O)N1CCCC1)c1cc(Cl)c(Cl)cc1Cl,/,/,-12.4,737,i,-8.7,1.19,913,-3.9%,1,0.9,1.7,12.9,-5.1%,i,15.2
Cc1csc(NC(=O)C(F)(F)F)n1,-1.2,547,4.4,710,i,3.1,-0.42,1328,-24.2%,1.1,5.9,2.2,4.3,-19.1%,i,4.8

# High-throughput results from PubChem.
